Bioassay records: PubChem BioAssay, several laboratories
FXIIa inh 1536 = factor XIIa (human) inhibition | 0.3% of 220,000 active | purified FXIIa, Boc-QGR-AMC fluorogenic substrate, 2 h | inhibition, % at 5 µM; in the data active = inhibition above about 40%;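 note: 0% = enzyme with no compound and 100% = blank without enzyme; many of its hits are not listed in these tables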
Runt-SMMHC FRET = blocks binding of human RUNX1 Runt domain to CBFb-SMMHC; Cerulean-Runt/Venus-CBFb-SMMHC FRET ratio 530/480, 1 h; inhibition, % at 20 µM; Q01196+Q13951; 0.74% of 220,000 active; AID 1434;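 active = mean inhibition across duplicate retests at 20 µM reaching about 50%, limit read from the data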;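 note: 0% = DMSO wells and 100% = wells with excess untagged CBFb-SMMHC; inhibitors lower the FRET ratio by blocking Runt binding to CBFb-SMMHC; some results filed as inactive read as strong as hits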
Target sequence (Q01196 whole entry, looked up, the tested form may be a part): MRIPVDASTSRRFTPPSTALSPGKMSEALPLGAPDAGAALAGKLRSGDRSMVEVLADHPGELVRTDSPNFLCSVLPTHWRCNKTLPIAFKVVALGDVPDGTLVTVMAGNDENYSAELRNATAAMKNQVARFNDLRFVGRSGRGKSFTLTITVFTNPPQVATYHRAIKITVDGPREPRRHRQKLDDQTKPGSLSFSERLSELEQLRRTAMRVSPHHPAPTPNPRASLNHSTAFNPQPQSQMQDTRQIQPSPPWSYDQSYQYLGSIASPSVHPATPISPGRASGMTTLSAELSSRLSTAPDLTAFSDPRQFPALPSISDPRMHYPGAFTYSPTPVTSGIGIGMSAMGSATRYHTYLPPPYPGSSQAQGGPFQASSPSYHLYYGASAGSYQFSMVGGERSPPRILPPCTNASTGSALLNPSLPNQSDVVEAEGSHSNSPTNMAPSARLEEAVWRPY
Target sequence (Q13951 whole entry, looked up, the tested form may be a part): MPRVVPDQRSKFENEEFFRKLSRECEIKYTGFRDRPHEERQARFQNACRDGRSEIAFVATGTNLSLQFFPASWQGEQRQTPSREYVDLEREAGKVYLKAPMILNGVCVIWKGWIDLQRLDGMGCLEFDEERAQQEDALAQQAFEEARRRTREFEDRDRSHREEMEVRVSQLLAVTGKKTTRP
Thrombin inh = thrombin (human) inhibition; P00734; alpha-thrombin, Boc-VPR-AMC fluorogenic substrate cleavage; inhibition, % at 5 µM; 0.26% of 220,000 active;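 active = inhibition at or above 40%; inactive = inhibition below 40%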;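 note: 0% = enzyme with no compound and 100% = wells without enzyme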
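System – human alpha-thrombin protein · Reagent – Boc-VPR-AMC substrate, 15 µM final · Compound – 5 µM single dose in 0.2% DMSO · Schedule – reaction at room temperature · Technique – AMC fluorescence at 355 nm excitation and 460 nm emission · Read-out basis – % inhibition relative to enzyme controls and enzyme-free blanks · Control set – no-compound enzyme wells and no-enzyme blanks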
Wee1 degr inh = inhibitors of human Wee1 degradation; P30291; HeLa Luc-Wee1K328M stability, luciferase luminescence; 100% = proteasome inhibitor MG132 effect; reporter increase, % at 5 µM; 1.2% of 220,000 active; AID 1321;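 active = activation above the mean of all tested compounds plus 3 SD, set per screening run, cut at about 8.8% in these data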;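 note: cells exposed to compound for 20 h before luminescence read; 0% = DMSO alone and 100% = MG132 at 30 µM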
14-3-3 Bad inh = disrupts binding of bovine 14-3-3 zeta to phospho-Bad peptide | P63103 | TR-FRET 14-3-3zeta/Dy647-pBad peptide displacement, 1 h | inhibition, % at 21.7 µM | 0.71% of 220,000 active | AID 781;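 active = inhibition above about 70%, limit read from the data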;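 note: 0% = full 14-3-3 plus peptide FRET controls and 100% = background without 14-3-3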
hK5 inh = kallikrein 5 (human) inhibition; Q9Y337; recombinant hK5, fluorogenic AMC substrate cleavage; inhibition, % at 5 µM; 0.59% of 210,000 active; AID 873;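 active = inhibition of 40% or more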;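 note: 0% = enzyme controls without compound and 100% = no-enzyme blanks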
Target sequence (Q9Y337 67-293 limits assumed): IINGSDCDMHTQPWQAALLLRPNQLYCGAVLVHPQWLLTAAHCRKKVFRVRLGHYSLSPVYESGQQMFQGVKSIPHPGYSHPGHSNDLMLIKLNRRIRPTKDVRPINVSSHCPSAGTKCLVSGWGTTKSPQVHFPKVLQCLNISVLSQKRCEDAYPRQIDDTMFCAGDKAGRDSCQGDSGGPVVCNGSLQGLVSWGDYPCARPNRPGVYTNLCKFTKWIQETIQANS
FXIa inh = blocks human coagulation factor XIa protease activity; P03951; purified FXIa, Boc-Glu-Ala-Arg-AMC fluorogenic substrate; 0.14% of 220,000 active; inhibition, % at 5 µM; AID 798;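 active = inhibition of at least 40%; inactive = inhibition below 40%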;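 note: fluorescence of freed AMC excited at 355 nm; 0% = enzyme without compound and 100% = no enzyme blank; many of its hits are not listed in these tables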
Hck-Nef inh = inhibitors of human Hck kinase activated by Nef; P08631; Recombinant Hck-YEEI plus Nef, Z-Lyte FRET kinase assay; inhibition, % at 20 µM; 0.68% of 220,000 active;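 active = Hck-Nef kinase inhibition above about 50%, limit read from the data; inactive = inhibition below that limit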;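 note: 0% = DMSO with Hck plus Nef and 100% = Hck alone without Nef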
Runt-CBFb FRET = inhibitors of human RUNX1 Runt domain binding to CBFb | inhibition, % at 20 µM | Q01196+Q13951 | AID 1496 | Cerulean-Runt/Venus-CBFb FRET ratio 530/480, 1 h | 0.46% of 220,000 active;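 active = inhibition over about 50% at 20 µM in the single-dose screen, limit read from the data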;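 note: 0% = DMSO wells and 100% = excess unlabeled CBFb competitor control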
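System: Cerulean-labeled Runt domain protein | Quantity: 100 nM of each labeled protein | Schedule: 1 h compound exposure, room temperature | Detection: Fluorescence energy transfer, 422 nm excitation, 530/480 nm emission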
An asterisk follows results filed as active; . = not tested or not shown; [ ] = dose if it differs, or a comment.

SMILES	FXIIa inh 1536	Runt-SMMHC FRET	Thrombin inh	Wee1 degr inh	14-3-3 Bad inh	hK5 inh	FXIa inh	Hck-Nef inh	Runt-CBFb FRET
COc1ccc(C(=O)NNC(=O)Cc2ccc(Cl)cc2)cc1	8	-1	-10	-1	-4	-3	-4	39	1
Oc1c(Cl)cc(Cl)cc1/C=C/c1ccc2cccc(O)c2n1	.	-42	1	0	-10	-2	2	-87	-191
CNC(=S)NNC(=O)CSCc1c(Cl)cccc1Cl	1	3	1	-1	0	-4	-2	4	16
Cc1ccc(S(=O)(=O)N2CCOCC2)cc1NC(=O)COC(=O)CCC(=O)c1cccs1	17	-4	19	3	7	-2	4	0	0
Cc1cc(C(=O)NNc2c(Cl)cccc2Cl)n(C(C)(C)C)n1	2	0	-5	-1	-6	-2	-1	11	2
O=C(OC1CCOC1=O)c1cncc(Br)c1 (centres undefined)	1	-1	-1	-2	5	-16	-1	-1	-1
Cc1sc2ncnc(SCC(=O)N3CCCC3=O)c2c1C	17	1	2	5	9	-1	6	7	-1
Cc1nc(C(=O)N(C)C)nn1-c1ccc(Cl)cc1Cl	11	-4	-2	-1	16	-31	5	0	1
CCc1ccc(NC(=O)Cn2cccc2)cc1	6	-2	13	3	-7	-4	-3	24	-2
CCOC(=O)/C(=N/Nc1ccccc1)c1csc(Nc2ccccc2)n1	30	-3	3	0	-1	15	10	-2	-3
NC(=O)C1CCN(c2ncnc3c2c(-c2ccccc2)cn3-c2ccccc2)CC1	6	-9	-1	0	-6	-4	4	0	-15
O=C(CCN1C(=O)S/C(=C\c2ccccc2)C1=O)Nc1ccc(S(=O)(=O)Nc2nccs2)cc1	14	-7	2	0	-5	-14	5	1	-7
C=CCN(CC=C)S(=O)(=O)c1ccc(NC(=S)NC(=O)/C=C/c2ccccc2)cc1	14	-1	4	0	0	-15	6	2	-3
Cc1ccc(Nc2nc(C(=O)NCCCN3CCOCC3)cs2)cc1	14	2	1	0	-13[fluorescence artefact?]	-13	3	-1	0
COC(=O)Cn1cnc2sc3c(c2c1=O)CCCC3	1	-3	-8	-2	-10	11	-2	18	-1

Entries listed so far with a thiophene ring, fused or not, in the order listed:
SMILES	FXIIa inh 1536	Runt-SMMHC FRET	Thrombin inh	Wee1 degr inh	14-3-3 Bad inh	hK5 inh	FXIa inh	Hck-Nef inh	Runt-CBFb FRET
Cc1ccc(S(=O)(=O)N2CCOCC2)cc1NC(=O)COC(=O)CCC(=O)c1cccs1	17	-4	19	3	7	-2	4	0	0
Cc1sc2ncnc(SCC(=O)N3CCCC3=O)c2c1C	17	1	2	5	9	-1	6	7	-1
COC(=O)Cn1cnc2sc3c(c2c1=O)CCCC3	1	-3	-8	-2	-10	11	-2	18	-1

Next part:
SMILES	FXIIa inh 1536	Runt-SMMHC FRET	Thrombin inh	Wee1 degr inh	14-3-3 Bad inh	hK5 inh	FXIa inh	Hck-Nef inh	Runt-CBFb FRET
C=CCNCCOCCOc1ccc(C)cc1Br	12	0	3	0	-3[fluorescence artefact?]	-18	4	3	-1
O=S(=O)(c1cccc(F)c1)N1CCc2sccc2C1c1ccc(OC(F)(F)F)cc1 (centres undefined)	4	-1	-6	2	2	-9	4	-9	-1
CN(C)/C=C1\SC(=S)N(N2C(=O)C3C4C=CC(C4)C3C2=O)C1=O (centres undefined)	0	-1	-3	1	-11	-11	-4	17	4
O=C(N/N=C/C=C/c1ccc([N+](=O)[O-])cc1)c1cccs1	10	-79	3	3	47[fluorescence artefact?]	32	4	1	-36
Cc1occc1C(=O)Nc1ccc2ccccc2c1	0	2	-2	2	-4	-1	-5	0	2
O=C(N/N=C/c1[nH]c2ccccc2c1Cl)c1cccc(Br)c1	6	-11	0	-1	2	-10	-9	5	-4
CCO/C(=C/c1sc2ccc(OC)cc2[n+]1CCCS(=O)(=O)[O-])CC	15	11	3	0	29	-5	1	4	34
O=C(NNc1ccccn1)C(c1ccccc1)c1ccccc1	8	-1	-1	6	-10	5	-4	-31	0
COc1ccc(CCN2C(=O)c3[nH]nc(-c4ccccc4O)c3C2c2cccc(O)c2)cc1OC (centres undefined)	17	1	1	2	-6	2	9	1	-2
Cc1cc(C)c(C#N)c(N2CCSCC2)n1	18	1	1	1	3[fluorescence artefact?]	-6	-7	0	-1
COCCN1C(=O)C(=O)/C(=C(/O)c2ccc(S(=O)(=O)N3CCOCC3)cc2)C1c1ccc(C(C)C)cc1 (centres undefined)	17	0	5	-1	39	1	5	2	-2
Cc1ccc(C)c(C(=O)CCC(=O)NCc2ccc(Cl)cc2)c1	3	-2	-11	-3	-12	-3	-9	17	-2
COCCNC(=O)/C(C#N)=C\c1ccc(CNS(=O)(=O)c2ccccc2)o1	14	.	-6	0	-2	6	2	19	.
N#CCSc1nnc(-c2cccnc2)n1-c1ccccc1	8	-57	2	-2	4	10	-3	2	-2
CCN(CC(=O)Nc1ccc2c(c1)OCCO2)C(=O)/C=C/c1ccccc1	6	0	-7	0	-10	-2	2	19	-2
CC(=O)N1CCN(S(=O)(=O)c2cccc(C(=O)Nc3ccccc3N3CCOCC3)c2)CC1	0	-4	-3	-1	-1	-5	-5	28	-1
Cc1ccc(C)n1NC(=O)c1ccc(Cl)cc1Cl	-2	-4	-6	1	-2	-1	-4	13	0
Cc1ccc2c(Cl)cc(Cl)c(OCC(=O)NC3CCS(=O)(=O)C3)c2n1 (centres undefined)	5	-1	0	-3	-15	0	-2	22	-4
COC(=O)C1(NC(=O)NC2CCCCC2)CCCCC1	5	0	1	-1	-2	0	12	12	2
CNC(=O)C1CC(=O)N(Cc2ccccc2)C(=Nc2ccc(OC)cc2)S1 (centres undefined)	4	2	-2	-2	8	-2	2	-1	0
CC(=O)N1CCc2ccc(S(=O)(=O)N3CCN(C)CC3)cc21	4	7	-2	-1	-1	-15	4	0	0
NC(=O)CSc1nc(C2CC2)nc2sc3c(c12)CCCC3	14	2	-7	-2	7	6	10	13	-3
O=C(CCCn1cnc([N+](=O)[O-])n1)Nc1ccc(F)c(Cl)c1	8	-6	-1	9.9*	3	1	-5	9	0
Cc1cc(/C=C2/C(=O)NN(c3ccccc3)C2=O)c(C)n1-c1ccc(O)cc1	14	-6	3	2	-11	0	5	3	-4
Cc1cc(Cl)c(S(=O)(=O)NC(C)C)cc1OCC(N)=O	6	5	-4	0	-2	-17	3	4	0
CC1(C)C2CCC1(C)C(OC(=O)CCn1ccnc1)C2 (centres undefined)	7	-3	-3	8	15[fluorescence artefact?]	-27	6	-10	-2
CCCN(CCO)Cc1ccc(F)c(Br)c1	11	-7	-1	1	42	-7	-2	1	-1
N/C(=N\OC(=O)CCn1cccc(C(F)(F)F)c1=O)c1ccc(OC(F)(F)F)cc1	-2	-3	-4	0	-4	0	-3	3	0
O=C1C2=C(c3ccccc31)[N+](=O)C1CCCCC1N2[O-] (centres undefined)	18	0	3	3	6	9	-11	0	1
O=C(O)CC(SCC(=O)Nc1ccc(Br)cc1)C(=O)O (centres undefined)	-1	-3	-3	4	-5	-8	-5	9	-1
COc1ccc(NC(=O)Cn2nnc(C(=O)NCCc3ccc(OC)c(OC)c3)c2N)cc1	-3	0	-5	2	-11	2	-7	-1	-1
CCOC(=O)c1c(C)c(C(=O)N2CCCCCC2)c(C)n1CC	31	3	0	-2	8	0	16	0	0
COc1ccc(/C=N/NC(=O)c2cc(-c3ccc(C)cc3C)nc3ccccc23)cc1COC(C)=O	6	-4	-4	-2	3	4	-3	1	.
CNc1ccn(C2CCCO2)c(=O)n1 (centres undefined)	6	0	4	0	0	5	4	35	2
CCc1ccc(NC(=O)CSc2nc(O)cc(=O)n2C2CCCC2)cc1	15	3	2	-1	-22	6	3	20	-2
c1ccn2cc(-c3ccc4c(c3)OCO4)cc2c1	-2	92*	2	1	-5	-13	-1	26	59*
COc1cccc(N(CC(=O)NCC2CCCO2)C(=O)CNS(=O)(=O)c2ccccc2)c1 (centres undefined)	11	-2	1	0	-15	14	5	5	0
CC(=O)NNc1cc(C)nc(N)n1	5	-4	1	-1	-2	3	3	20	6
CC(C)CCNC(=O)NC(=O)COC(=O)CCN=C1NS(=O)(=O)c2ccccc21	4	-1	-5	3	1	-1	-2	13	-1
O=C(N/N=C\c1ccncc1)c1ccccc1O	11	3	2	1	-10	-1	2	24	0
N#CCSc1ccsc1C(=O)Nc1ccc(F)cc1	8	4	-3	1	9	-11	2	2	2
CC(C)n1c(=S)[nH]c2cc(Cl)ccc21	12	-2	2	11*	-5	2	2	-3	6
Cc1ccc(NC(=O)Cc2ccccc2)c(C)c1	2	-1	-3	3	-4	-7	-4	-12	0
COc1cc2c(cc1OC)C(C)N(Cc1ccc3c(c1)OCO3)CC2 (centres undefined)	12	6	-1	1	23	3	3	17	1
CCOc1cc(NC(=S)NCCCN(C)C)c(OCC)cc1NC(=O)c1cccs1	1	13	-3	4	-16	-18	2	2	-1
c1ccc(-c2cn(-c3ccccc3)c3[n+]2CCCS3)cc1	0	-1	-7	0	1	-3	-7	11	-1
CC(C)(C)C1=CC(=O)C(N2CCOCC2)=CC1=O	4	11	-6	1	-9[fluorescence artefact?]	-8	4	2	4
Cc1ccc(S(=O)(=O)N(C)C)cc1NC(=O)COC(=O)c1n[nH]c(=O)c2ccccc12	.	2	-9	0	-4	-6	-7	-28	-1
CCN(CC)c1ccc(/C=C2\C(=O)N(c3nnc(C)c(=O)[nH]3)N=C2C)cc1	15	-13	1	6	-18	-4	4	21	12
CC(OC(=O)CCCSc1nc2ccccc2s1)C(=O)NC(N)=O (centres undefined)	6	-4	-6	6	-5	-5	10	21	0
Cc1nc2ccccn2c1C(=O)NNS(=O)(=O)c1ccc(Cl)cc1	8	-1	-1	-1	-4	2	4	0	0
COc1ccc(CNC(=O)/C=C/c2ccccc2[N+](=O)[O-])cc1	11	-3	-5	0	-7	-1	8	21	0
CNc1ccccc1C(=O)OCC(C)=O	14	4	-1	-4	-7	-8	6	-1	1
O=S(=O)(c1ccccc1)c1cc(O)ccc1O	2	7	-11	-2	-6	3	-3	19	21
O=C(COC(=O)Cn1cnc2ccccc21)Nc1cccc([N+](=O)[O-])c1	9	-2	0	0	-3	10	-1	-2	0
Cc1nn(-c2ccccc2)c2c1C(c1ccc(O)c(O)c1)N1C(=N2)C(Nc2ccccc2)=Nc2ccccc21 (centres undefined)	5	-193	-1	0	-11	4	-4	-2	-148
Cn1nnnc1SC(C(=O)Nc1cccc(C(F)(F)F)c1)c1ccccc1 (centres undefined)	9	2	-4	-2	2	-10	-3	2	-1
COc1ccc(/C=N/N2CCOCC2)cc1COc1ccc(Cl)cc1	10	-6	-6	2	-4	-12	6	3	-11

2 compounds drawn at random from those above, as already listed:
SMILES	FXIIa inh 1536	Runt-SMMHC FRET	Thrombin inh	Wee1 degr inh	14-3-3 Bad inh	hK5 inh	FXIa inh	Hck-Nef inh	Runt-CBFb FRET
c1ccc(-c2cn(-c3ccccc3)c3[n+]2CCCS3)cc1	0	-1	-7	0	1	-3	-7	11	-1
Cc1nc2ccccn2c1C(=O)NNS(=O)(=O)c1ccc(Cl)cc1	8	-1	-1	-1	-4	2	4	0	0
